Screens from PubChem.
GSH fluor – compound fluoresces at 488/530 nm on GSH beads; GSH beads flow cytometry, compound fluorescence 488/530 nm; active compounds read high; fluorescence (KMESF) at 10 µM; 190,000 tested, 0.25% active; in the data active = fluorescence above about 89;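 also: glutathione beads carrying GST-tagged Bcl family fusion proteins plus one bare bead set; values are compound well signal with DMSO vehicle wells as background; inactives centre near 16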
Bim-Bcl-2 – human Bim-Bcl-2 interaction inhibition; Bead-based flow cytometry, Bim peptide-Bcl-2 binding; inhibition, % at 10 µM; 190,000 tested, 0.06% active; AID 950; P10415; in the data active = inhibition above about 40%; inconclusive = no clear call, values can overlap the other calls;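 also: 0% = no compound wells with probe peptide and 100% = reference peptide inhibitor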
Target sequence (P10415 whole entry, looked up): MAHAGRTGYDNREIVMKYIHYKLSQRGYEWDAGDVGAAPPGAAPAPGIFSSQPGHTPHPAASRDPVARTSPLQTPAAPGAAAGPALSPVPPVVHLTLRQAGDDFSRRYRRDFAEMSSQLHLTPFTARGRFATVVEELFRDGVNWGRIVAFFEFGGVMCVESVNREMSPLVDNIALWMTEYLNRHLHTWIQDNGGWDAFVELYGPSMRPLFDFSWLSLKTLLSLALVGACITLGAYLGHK
Bcl-W Bim block – inhibitors of Bim-Bcl-W interaction, human; Q92843; bead-based flow cytometry, Bim peptide-Bcl-W binding; inhibition, % at 10 µM; 190,000 tested, 0.02% active; AID 952;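 also: 0% = bound tracer without compound and 100% = peptide blocker; higher means less fluorescent Bim peptide bound to Bcl-W beads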
Target sequence (Q92843 whole entry, looked up): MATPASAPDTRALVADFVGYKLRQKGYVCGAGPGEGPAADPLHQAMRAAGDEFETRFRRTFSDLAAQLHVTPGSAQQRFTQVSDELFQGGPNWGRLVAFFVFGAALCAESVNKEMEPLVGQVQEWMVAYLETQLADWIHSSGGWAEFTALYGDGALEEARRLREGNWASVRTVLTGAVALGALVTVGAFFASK
Bcl-B Bim block – human Bim-Bcl-B interaction inhibition | inhibition, % at 10 µM | 190,000 tested, 0.073% active | Q9HD36 | bead-based flow cytometry, Bim peptide-Bcl-B binding;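 also: 0% = tracer peptide without compound and 100% = reference inhibitor peptide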
Target sequence (Q9HD36 whole entry, looked up): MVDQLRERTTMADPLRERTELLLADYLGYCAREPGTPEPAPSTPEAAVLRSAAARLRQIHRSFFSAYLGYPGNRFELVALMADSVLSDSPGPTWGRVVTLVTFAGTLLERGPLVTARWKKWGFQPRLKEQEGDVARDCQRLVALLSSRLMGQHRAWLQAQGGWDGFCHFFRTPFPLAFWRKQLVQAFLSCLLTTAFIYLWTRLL
Bim-Bfl-1 – disrupts Bim binding to human Bfl-1; 190,000 tested, 0.12% active; Bead-based flow cytometry, Bim-Bfl-1 binding inhibition; AID 1008; inhibition, % at 10 µM; Q16548;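 also: 0% = wells without compound plus tracer and 100% = blocker peptide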
ABCG2 block – human ABCG2 inhibition, ABCB1 as counter-screen; Q9UNQ0; IgMXP3 cells, JC-1 efflux, flow cytometry; inhibition, % at 6.6 µM; 190,000 tested, 0.1% active; AID 1325;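 active = inhibition above 80%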;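 also: 0% = DMSO and 100% = nicardipine control wells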
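Times: 10 min at 25 °C | Test system: Two drug-resistant human cell lines, ABCG2 and ABCB1 | Quantity: 3 million cells/mL final, two lines in 1:1 ratio | Signal: Flow cytometry, 530 nm JC-1 signal | Dosing: Compound at 6.6 µM | Controls: Nicardipine and DMSO wells | Reagent: JC-1 as fluorescent efflux pump substrate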
Avidin bead fluor – avidin bead compound fluorescence profile; Avidin beads, compound fluorescence 488/530 nm, flow cytometry; active compounds read high; fluorescence (KMESF) at 10 µM; 220,000 tested, 0.38% active; AID 1775; in the data active = fluorescence above about 47; also: inactives centre near 10
RGS4-Gao reg – human RGS4-Galphao interaction regulation; P09471; Multiplexed bead flow cytometry, RGS4-Galphao binding; actives lie on both sides; 220,000 tested, 0.33% active; binding response (% of control), % at 10 µM; in the data active = binding response below about 49% or above about 150%; inactive = in between;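 also: fluorescent Galphao activated with aluminum fluoride binding bead-coupled RGS4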
Target sequence (P09471 whole entry, looked up): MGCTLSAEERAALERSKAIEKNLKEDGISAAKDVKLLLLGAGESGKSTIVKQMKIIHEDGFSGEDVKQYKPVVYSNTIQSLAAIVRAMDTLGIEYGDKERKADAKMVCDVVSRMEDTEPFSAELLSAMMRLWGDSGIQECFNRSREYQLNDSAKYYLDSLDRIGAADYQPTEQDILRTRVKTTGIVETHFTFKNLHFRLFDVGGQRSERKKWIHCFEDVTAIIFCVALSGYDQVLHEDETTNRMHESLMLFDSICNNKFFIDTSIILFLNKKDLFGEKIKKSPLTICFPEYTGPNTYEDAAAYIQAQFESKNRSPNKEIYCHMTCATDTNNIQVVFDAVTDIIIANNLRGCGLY
Bim-Bcl-XL – inhibitors of Bim-Bcl-XL interaction, human; inhibition, % at 10 µM; Bim peptide-Bcl-XL binding, bead flow cytometry, fluorescence; Q07817; AID 1007; 190,000 tested, 0.04% active
ABCB1 block – inhibitors of human ABCB1 transporter, ABCG2 counter-screen. P08183. CCRF-Adr cells, JC-1 efflux, flow cytometry. inhibition, % at 6.6 µM. 190,000 tested, 0.067% active; in the data active = inhibition above about 40%;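 also: 0% = vehicle and 100% = reference inhibitor; higher value means more JC-1 retained so stronger ABCB1 efflux block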
RGS7-Gao reg – modulates binding of RGS7 to human Galphao | P09471 | Multiplexed bead flow cytometry; actives lie on both sides | binding response (% of control), % at 10 µM | 220,000 tested, 0.35% active; in the data active = binding response below about 49% or above about 150%; inconclusive = no clear call, values can overlap the other calls; inactive = in between;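 also: fluorescent Galphao held in activated GDP-AlF4 state binding bead-coupled RGS7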
* hit, by the source's call; ? = inconclusive. Rule as the data show it, unless noted: active = inhibition above about 40%.

#1 COc1ccc(C(CC(=O)NCc2ccccc2)Sc2n[nH]c(-c3ccc(Cl)cc3)n2)cc1 (stereo not given)
#2 COC(=O)c1c(NC(=O)C2(C)Cc3ccccc3C(=O)O2)sc2c1CCCC2 (stereo not given)
#3 CN(C)/C=N/C(=S)Nc1ccc(Cl)cc1
#4 COc1ccccc1C1NC(=O)NC(C)=C1C(=O)OC1CCCCC1 (stereo not given)
#5 O=C(CC(c1ccccc1)c1cc(Br)ccc1O)NCc1ccco1 (stereo not given)
#6 Cc1cnc(NC(=O)CSc2nnc(COc3c(C)cccc3C)o2)s1
#7 CC1CCCCN1C(=O)CNCC1CCCO1 (stereo not given)
#8 O=S(=O)(NCc1csc(-c2cccnc2)n1)c1ccc2c(c1)OCCO2
Compound	1	2	3	4	5	6	7	8
GSH fluor	9	25	17	14	20	21	15	15
Bim-Bcl-2	-12	-10	-3	-9	-1	-7	5	-1
Bcl-W Bim block	-2	0	-2	-8	0	0	1	2
Bcl-B Bim block	-7	-11	-13	-9	2	-8	1	-10
Bim-Bfl-1	-18	-15	2	-12	1	-11	-2	-8
ABCG2 block	-2	65	2	7	1	-6	1	8
Avidin bead fluor	16	21	5	21	9	6	9	22
RGS4-Gao reg	103	99	110	96	97	114	104	91
Bim-Bcl-XL	-5	-8	-4	-10	-1	-1	2	2
ABCB1 block	0.1	5.1	0.3	1.2	0.2	-2.4	1.5	1.5
RGS7-Gao reg	102	99	115	97	100	113	99	99

#9 Cc1ccc(NC(=O)c2noc(C(C)C)c2[N+](=O)[O-])cc1
#10 CCN(CC(=O)Nc1ccc(Br)c(C)c1)CC(=O)NC(C)C
#11 O=C(c1ccc(F)cc1F)N1CCN(c2ncccn2)CC1
#12 CCn1c(CNC(=O)Cc2ccc(OC)cc2)nnc1SCC(=O)NC1CCCCC1
#13 C=CCOC(=O)C1=C(C)NC(=S)NC1c1cccs1 (stereo not given)
#14 O=C(CCCc1ccccc1)NCCN1CCOCC1
#15 C[C@@H]1C=C(C(=O)O)O[C@H](OCc2ccc(CO)cc2)C1
#16 C/C(=N\NC(=O)CNc1cccc(C(F)(F)F)c1)c1ccc(Br)cc1
Compound	9	10	11	12	13	14	15	16
GSH fluor	20	20	19	9	8	24	17	19
Bim-Bcl-2	-2	-1	-3	2	20	-12	-2	-8
Bcl-W Bim block	-1	-1	-3	13	24	-3	-1	-5
Bcl-B Bim block	-5	-5	-2	2	20	-9	0	-11
Bim-Bfl-1	-2	-4	-3	8	33	-20	-2	-15
ABCG2 block	1	14	0	-3	0	3	0	3
Avidin bead fluor	5	6	35	21	14	29	7	13
RGS4-Gao reg	102	100	99	108	103	101	103	102
Bim-Bcl-XL	-3	-4	-3	4	28	-6	0	-10
ABCB1 block	0.1	0.6	0.1	-0.6	-0.1	0.9	0.0	0.0
RGS7-Gao reg	102	98	96	105	99	102	104	99

#17 Cc1noc2ncnc(Sc3c(Cl)cccc3Cl)c12
#18 Cc1cc(=O)[nH]c(S/C=C/c2ccccc2)n1
#19 O=C(C1=C[C@@H](c2csc3ccccc23)C[C@@H](OCCCCO)O1)N1CCN(Cc2ccc3c(c2)OCO3)CC1
#20 O=C(NC1CCCCC1)C(c1cccnc1)N(C(=O)CCl)c1ccccc1Cl (stereo not given)
#21 Cc1cc(C)n(-c2ccc(C(=O)O)cc2[N+](=O)[O-])n1
#22 COc1ccc(C(=O)Oc2cccnc2)cc1OC
#23 CCCC(=O)N(c1ccc(F)cc1)C1C=CS(=O)(=O)C1 (stereo not given)
#24 O=C(O)COn1c(-c2ccccc2)nc2ccc(Cl)cc21
Compound	17	18	19	20	21	22	23	24
GSH fluor	58	4	20	7	75	44	5	13
Bim-Bcl-2	-4	-3	-6	1	0	-9	-4	0
Bcl-W Bim block	2	3	-3	-4	0	3	-2	0
Bcl-B Bim block	-6	-8	-3	-6	0	-6	-3	0
Bim-Bfl-1	-11	-13	-6	2	0	-10	-13	-4
ABCG2 block	1	1	1	3	-2	7	2	8
Avidin bead fluor	12	8	5	15	10	9	8	10
RGS4-Gao reg	101	96	101	104	87	90	99	98
Bim-Bcl-XL	-6	-8	0	-2	0	6	-1	-3
ABCB1 block	-0.2	0.1	1.3	0.5	-0.4	-0.8	0.3	0.5
RGS7-Gao reg	102	96	95	102	101	92	99	102

#25 COc1ccc(CN2CCN(c3ncccn3)CC2)c(OC)c1
#26 Nc1nc(Cl)cc(Oc2ccc(Cl)cc2)n1
#27 Cc1onc(-c2ccccc2Cl)c1C(=O)N1CCCCC1C(=O)O (stereo not given)
#28 CCN1/C(=C2\C(=O)N(c3ccccc3)N=C2C)C=Cc2cc(C)ccc21
#29 Cc1cc(C)n(CC(=O)N2c3ccccc3Sc3ccccc32)n1
#30 C=CCN1CC(c2nc3ccccc3n2CCOc2ccccc2)CC1=O (stereo not given)
#31 Cc1cc(NC(=O)c2ccccc2)ncc1NC(=O)c1cccs1
#32 Cc1noc(C)c1S(=O)(=O)N1CCCC(C(=O)Nc2cccnc2)C1 (stereo not given)
Compound	25	26	27	28	29	30	31	32
GSH fluor	38	60	27	7	24	12	24	30
Bim-Bcl-2	-7	-5	-5	3	-8	-13	0	-10
Bcl-W Bim block	0	0	0	0	1	-4	1	-1
Bcl-B Bim block	-7	-3	-5	-7	-4	-12	0	-9
Bim-Bfl-1	-10	-11	-9	2	-14	-11	2	-18
ABCG2 block	-2	1	4	8	2	12	4	26
Avidin bead fluor	14	26	8	4	11	8	9	11
RGS4-Gao reg	102	99	103	101	99	104	97	100
Bim-Bcl-XL	-3	-3	0	-5	-4	-6	1	-5
ABCB1 block	-0.7	-0.1	0.6	3.1	0.6	0.9	0.5	0.8
RGS7-Gao reg	100	103	102	102	96	107	93	95

For reference, some entries already given.
#27 Cc1onc(-c2ccccc2Cl)c1C(=O)N1CCCCC1C(=O)O (stereo not given)
#28 CCN1/C(=C2\C(=O)N(c3ccccc3)N=C2C)C=Cc2cc(C)ccc21
#29 Cc1cc(C)n(CC(=O)N2c3ccccc3Sc3ccccc32)n1
#30 C=CCN1CC(c2nc3ccccc3n2CCOc2ccccc2)CC1=O (stereo not given)
#31 Cc1cc(NC(=O)c2ccccc2)ncc1NC(=O)c1cccs1
#32 Cc1noc(C)c1S(=O)(=O)N1CCCC(C(=O)Nc2cccnc2)C1 (stereo not given)
Compound	27	28	29	30	31	32
GSH fluor	27	7	24	12	24	30
Bim-Bcl-2	-5	3	-8	-13	0	-10
Bcl-W Bim block	0	0	1	-4	1	-1
Bcl-B Bim block	-5	-7	-4	-12	0	-9
Bim-Bfl-1	-9	2	-14	-11	2	-18
ABCG2 block	4	8	2	12	4	26
Avidin bead fluor	8	4	11	8	9	11
RGS4-Gao reg	103	101	99	104	97	100
Bim-Bcl-XL	0	-5	-4	-6	1	-5
ABCB1 block	0.6	3.1	0.6	0.9	0.5	0.8
RGS7-Gao reg	102	102	96	107	93	95

Continuation.
#33 CN(C)S(=O)(=O)c1cccc(-c2nnc(SCc3ccc4c(c3)OCCO4)o2)c1
#34 COC(=O)CN1C(=O)S/C(=C/c2cc(C)n(C)c2C)C1=O
#35 CCCCCn1c(CN2CCCCC2C)nc2c1c(=O)n(C)c(=O)n2C (stereo not given)
#36 COc1ccc(NC(=O)c2ccc(-c3ccccc3Cl)o2)cc1
#37 COc1ccc(C2Nc3ccccc3C(=O)N2NS(=O)(=O)c2ccccc2)cc1 (stereo not given)
#38 COCCN(C(=O)CSc1nc2ccccc2c(=O)n1CCOC)c1c(N)n(Cc2ccccc2)c(=O)[nH]c1=O
#39 Cc1c(C(=O)Nc2ccccc2)sc2nc3n(c(=O)c12)CCCCC3
#40 O=C(Nc1ccc(Cl)cc1)N1CCOC12CCC1(CC2)OCCO1
Compound	33	34	35	36	37	38	39	40
GSH fluor	12	8	14	15	11	22	21	19
Bim-Bcl-2	-5	-3	0	0	-6	0	-1	0
Bcl-W Bim block	1	2	-2	-3	-1	-3	-2	0
Bcl-B Bim block	-5	-2	-1	-8	-6	-10	0	-2
Bim-Bfl-1	3	-6	0	-1	-8	-2	-4	-4
ABCG2 block	3	0	3	4	14	0	3	8
Avidin bead fluor	21	8	7	10	11	4	11	9
RGS4-Gao reg	95	94	97	97	101	98	99	101
Bim-Bcl-XL	-5	-1	1	-3	-6	-6	1	0
ABCB1 block	0.2	0.1	0.4	-0.2	1.6	0.1	0.6	0.4
RGS7-Gao reg	95	95	99	92	99	91	94	?

#41 CCCOc1nc2c(c(=O)n(C)c(=O)n2C)n1CCC
#42 O=C(CC1NC(=O)NC1=O)Nc1ccccc1 (stereo not given)
#43 CC(C)CC1NC(=O)N(CC(=O)Nc2ccccc2-c2ccccc2)C1=O (stereo not given)
#44 O=C(CCCN1C(=O)c2ccccc2C1=O)NCCN1C(=O)S/C(=C\c2cccs2)C1=O
#45 O=C(Nc1ccccc1Cl)c1cc(S(=O)(=O)N2CCCC(C(=O)O)C2)ccc1F (stereo not given)
#46 CCCNC(=O)Cn1nc(C(F)(F)F)c2c1CCCC2
#47 CC(=O)N1N=C(c2cccc(Cl)c2)OC1c1cccc([N+](=O)[O-])c1 (stereo not given)
#48 C=CCn1c(SCC(=O)Nc2ccccc2OC)nnc1-c1ccco1
Compound	41	42	43	44	45	46	47	48
GSH fluor	9	24	11	9	11	20	12	32
Bim-Bcl-2	-9	0	-1	-1	1	-3	0	-6
Bcl-W Bim block	1	0	2	-1	0	-3	-1	0
Bcl-B Bim block	-5	-2	0	-4	0	-4	1	-8
Bim-Bfl-1	-11	-12	-3	8	1	3	-2	-15
ABCG2 block	2	0	2	19	1	1	12	0
Avidin bead fluor	9	27	15	13	28	22	8	16
RGS4-Gao reg	91	99	93	102	106	102	99	102
Bim-Bcl-XL	-3	0	-1	-6	0	-4	1	-3
ABCB1 block	0.2	0.5	0.4	0.9	0.4	0.6	1.1	0.4
RGS7-Gao reg	90	95	88	102	106	105	97	100

#49 CC(=O)NC(Cc1cc(C)ccc1C)C(=O)N1CCN(C(=O)c2ccccc2Br)CC1 (stereo not given)
#50 COc1cc(CNCc2ccccn2)ccc1OCc1cccc(Cl)c1
#51 COc1ccccc1NC(=O)Nc1ccnn1Cc1cccs1
#52 N#CC1=C(SCC(=O)c2cc3ccccc3oc2=O)NC(=O)C(C#N)C12CCCC2 (stereo not given)
#53 CC(=O)c1ccc(S(=O)(=O)N2CCN(C)CC2)cc1
#54 CCOC(=O)c1cnn(-c2cc(C(C)(C)C)nc3c(-c4ccccc4)c(C)nn23)c1N
#55 Cc1ccc(C)c(-n2nnnc2SCC(=O)Nc2c(C)n(C)n(-c3ccccc3)c2=O)c1
#56 CCOC(=O)C(Cc1ccccc1)NC(=O)CNC(C)=O (stereo not given)
#57 CCCCOC(=O)c1ccc(NC(=O)Nc2ccc(OC)c(OC)c2)cc1
Compound	49	50	51	52	53	54	55	56	57
GSH fluor	9	20	31	30	11	46	53	14	24
Bim-Bcl-2	-2	-3	-4	7	1	-5	-4	-3	-13
Bcl-W Bim block	0	-3	0	7	-1	1	3	1	-1
Bcl-B Bim block	-2	0	-5	4	-1	-5	-5	-4	-6
Bim-Bfl-1	-6	-1	-9	5	-5	-10	-10	-7	-19
ABCG2 block	1	3	3	-5	1	19	0	2	2
Avidin bead fluor	13	18	-5	9	14	10	5	15	27
RGS4-Gao reg	105	99	-59*	97	103	111	103	102	100
Bim-Bcl-XL	-2	-1	-8	7	-2	-2	5	0	-7
ABCB1 block	0.2	0.7	0.2	-1.1	0.1	1.0	-0.2	6.1	1.7
RGS7-Gao reg	107	99	-20*	97	104	107	103	102	101
